From PubChem BioAssay
PI4K2A inh: blocks human PI4K2A kinase activity; AID 1346378; purified PI4K2A, ADP-Glo luminescence, 1 h; stronger effect = lower value; 0.13% of 420,000 active; Q9BTU6; activity change, negative = inhibition, % at 76.9 µM; in the data active means activity change below about -50%; inconclusive means mostly about -30% to -49%;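 further: -100% = wells without enzyme as full effect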
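Compounds are screened against recombinant PI4K2A using PI as substrate and ATP, the latter dispensed at 300 microM. Reactions run one hour at ambient temperature before ADP-Glo detection; full inhibition defined by wells lacking enzyme.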
TRHR PAM: allosteric enhancers of human TRH receptor; AID 493056; 0.66% of 360,000 active; enhancement, % at 2 µM; TRHR cells, fluo-8 calcium fluorescence, EC20 TRH enhancement; in the data active means enhancement above about 30%; further: 0% is about no effect
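TRHR-expressing cells loaded with fluo-8 calcium dye were read kinetically (ex 480/em 530) during compound addition, then stimulated with an EC20 of TRH (10 nM final). Enhancement of the Gq-mediated intracellular calcium response was scored.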
D2 antagonist: antagonists of human D2 dopamine receptor | HEK293 TREx D2 cells, calcium flux, dopamine EC80 | inhibition, % at 10 µM | 2% of 340,000 active | AID 485344; in the data active means inhibition above about 30%; further: 0% is about no effect
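Compounds are added to dye-loaded, induced HEK293 T-REx cells coupled to calcium release via D2; after a 3 min kinetic read an EC80 dopamine stimulus is given and fluorescence is recorded for 3 more min.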
TRHR agonist: TRH receptor (human) agonism; P34981; TRHR cells, calcium flux fluo-8, FDSS agonist mode; activation, % at 2 µM; 0.18% of 360,000 active; in the data active means activation above about 30%; further: 0% is about no effect
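Read-out: compound-evoked intracellular calcium rise in TRHR cells, fluo-8 dye, kinetic FDSS fluorescence at 1 s/cycle following a 10-cycle baseline. Cells cultured overnight before dye loading (30 min–1.5 h, RT).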
TrxR1 substrate: substrates of rat thioredoxin reductase 1 | O89049 | purified TrxR1 substrate turnover, NADPH consumption readout | Potency, µM (top dose mostly 114 µM), inactives show at the top dose activity change, negative = substrate turnover | 0.01% of 390,000 active | AID 588456; further: potency means the concentration at half of the fitted maximal effect; on the % scale 0 is the no-effect control and ±100 the full control effect; nearly all actives have a fitted effect of over 50% in size
Target sequence (O89049 whole entry, looked up): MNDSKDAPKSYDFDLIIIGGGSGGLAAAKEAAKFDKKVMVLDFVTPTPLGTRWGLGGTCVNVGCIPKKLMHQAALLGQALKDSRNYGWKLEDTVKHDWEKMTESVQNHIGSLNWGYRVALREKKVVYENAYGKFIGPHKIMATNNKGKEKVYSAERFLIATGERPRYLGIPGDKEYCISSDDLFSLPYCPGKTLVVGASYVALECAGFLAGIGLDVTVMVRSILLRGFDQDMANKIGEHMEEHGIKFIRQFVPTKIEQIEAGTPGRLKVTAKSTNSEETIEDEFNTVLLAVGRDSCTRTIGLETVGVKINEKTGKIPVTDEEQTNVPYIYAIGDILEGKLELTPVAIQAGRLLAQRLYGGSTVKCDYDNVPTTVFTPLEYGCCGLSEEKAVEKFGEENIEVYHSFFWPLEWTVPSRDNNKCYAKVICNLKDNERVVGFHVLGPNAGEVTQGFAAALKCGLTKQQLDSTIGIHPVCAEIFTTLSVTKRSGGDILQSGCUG
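Rat TrxR1, dispensed at 90 nM, was prereduced with 400 uM NADPH (final) for 5 min at ~22 deg C, then incubated with compound 15 min before 400 uM selenite. A first-read NADPH fluorescence drop versus no-compound background flagged substrates.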
TrxR1 inh: blocks rat thioredoxin reductase 1; O89049; recombinant rTrxR1, NADPH fluorescence consumption, selenite substrate; Potency, µM (top dose mostly 114 µM), without a hit: top-dose activity change, negative = inhibition, actives largely listed as inhibitors; 1% of 390,000 active; further: potency means the concentration at half of the fitted maximal effect; on the % scale 0 is the no-effect control and ±100 the full control effect; nearly all actives have a fitted effect of over 65% in size
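Rat TrxR1 (90 nM in the dispensed reagent) was pre-reduced with 400 uM NADPH for 5 min at room temperature, then incubated with compound for 15 min. After 400 uM selenite was added, NADPH fluorescence (Ex 340/Em 450 nm) was followed for 8 min.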
D2 ag: activates the human D2 dopamine receptor | 0.53% of 340,000 active | activation, % at 2 µM | P14416 | HEK293 T-REx D2 cells, calcium flux agonist mode;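 active means activation over 3 SD above normal in the single-dose calcium agonist read, cut at about 30% in these data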; further: 0% is about no effect
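Tetracycline-induced HEK293 T-REx cells with force-coupled D2 receptor, plated overnight at 30 C, loaded with no-wash calcium dye. After a 10 s baseline, compound was pin-added and calcium flux read kinetically for 180 s; calcium rises flagged agonists.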
IDH1 R132H inh: human IDH1 R132H inhibition; Potency, µM (top dose mostly 76.6 µM), inactives show at the top dose activity change, negative = inhibition, actives largely listed as inhibitors; AID 602179; 0.093% of 390,000 active; IDH1-R132H enzyme, NADPH consumption, diaphorase/resazurin fluorescence; further: potency means the concentration at half of the fitted maximal effect; on the % scale 0 is the no-effect control and ±100 the full control effect; nearly all actives have a fitted effect of over 65% in size
Target sequence (O75874 whole entry R132H, stated change not applied): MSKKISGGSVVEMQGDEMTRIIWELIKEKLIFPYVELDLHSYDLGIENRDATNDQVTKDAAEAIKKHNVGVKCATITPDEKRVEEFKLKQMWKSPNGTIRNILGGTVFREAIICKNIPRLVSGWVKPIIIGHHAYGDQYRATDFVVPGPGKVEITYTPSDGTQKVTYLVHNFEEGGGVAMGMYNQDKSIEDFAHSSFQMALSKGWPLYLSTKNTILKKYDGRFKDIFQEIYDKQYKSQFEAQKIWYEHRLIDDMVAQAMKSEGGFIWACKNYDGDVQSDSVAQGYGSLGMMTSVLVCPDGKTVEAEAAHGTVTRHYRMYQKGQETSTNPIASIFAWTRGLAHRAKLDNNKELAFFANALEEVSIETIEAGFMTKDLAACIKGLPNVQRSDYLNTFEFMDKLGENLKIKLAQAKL
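IDH1-R132H (0.5 ug/mL dispensed) in pH 7.5 Tris buffer was preincubated 30 min with compound, then given a substrate mix of 0.016 mM NADPH and 2 mM alpha-KG for 80 min at room temperature; remaining NADPH was read by diaphorase/resazurin fluorescence.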
USP1-UAF1 inh: blocks the human USP1/UAF1 deubiquitinase complex; Potency, µM (doses to about 57.1 µM), without a hit: at the top dose activity change, negative = inhibition, most hits filed as inhibitors; recombinant USP1/UAF1, Ub-Rhodamine cleavage fluorescence; 0.23% of 390,000 active; further: potency means the concentration at half of the fitted maximal effect; on the % scale 0 is the no-effect control and ±100 the full control effect; nearly all actives have a fitted effect of over 60% in size; inactives centre near -12
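1 nM enzyme complex + cpd, 15 min RT; start with Ub-Rho 150nM final; kinetic fluorescence ex 480/em 540, 6 reads q60 s. Buffer 50mM HEPES pH 7.8, 0.5mM EDTA, 0.1 mg/ml BSA, 1mM TCEP, 0.01% Tween-20.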
The depositor's hits bear a star; ? = inconclusive; nt = not tested or not shown; [ ] = another dose, or the depositor's remark. Unless noted, the call rests on the fitted dose curve; in most records, active means well fitted inhibition curve with a large enough effect; inconclusive means small, poorly fitted or top-dose-only effect; inactive means no such curve, though single readings can be large or run the other way.

[1] CCCCN(C(=O)CSCC(=O)Nc1ccc(C)cc1)c1c(N)n(CC(C)C)c(=O)[nH]c1=O
[2] O=C(NCCC1CCCCN1S(=O)(=O)c1ccccc1)C(=O)NCc1ccccc1F (stereo unspecified)
[3] Clc1ccccc1CN1CCc2nc(N3CCN(c4ncccn4)CC3)ncc2C1
[4] CCOC(=O)Cc1cc(=O)[nH]c(/N=C(/NC(=O)c2ccccc2)Nc2ccccc2C(F)(F)F)n1
[5] CC(C)(C)Nc1c(-c2cccs2)nc2ccccn12
[6] Cc1cccc(NC(=O)c2cn(-c3ccccc3)nc2-c2ccccc2)c1
[7] COc1ccc(NC(=O)C2CCN(S(=O)(=O)c3cn(C)nc3C)CC2)cc1
[8] COc1cccc(NC(=O)c2oc3ccccc3c2NC(=O)c2ccc(C(F)(F)F)cc2)c1
entry no.	1	2	3	4	5	6	7	8
PI4K2A inh	-4	0	-1	5	-1	0	-3	-2
TRHR PAM	-1	-1	-4	4	22	15	3	-3
D2 antagonist	-6	-2	nt	3	-7	40*	nt	nt
TRHR agonist	-0.4	-0.2	-0.7	-0.7	-0.3	-1.0	0.0	1.0
TrxR1 substrate	0%	10%	-6%[57.1 µM]	0%[57.1 µM]	111%	-2%	0%	29%
TrxR1 inh	19%	20%	-6%[57.1 µM]	-4%[57.1 µM]	21%[11.4 µM]	-4%	14%	?
D2 ag	-0.3	0.2	22	0.1	0.2	-0.6	nt	0.4
IDH1 R132H inh	0%	4%	-6%	10%	13%	1%	-10%	-12%
USP1-UAF1 inh	-9%	-10%	?	1%	?	-2%	-7%	15%

[9] COc1ccc(NC(=O)c2ccc(-c3ccccc3Cl)o2)cc1
[10] CCOC(=O)c1cnc(-n2nc(C)cc2C)nc1Oc1ccc(C(=O)OC)cc1
[11] Cc1cccc(C(=O)NNC(=O)c2ccccc2[N+](=O)[O-])c1
[12] CC(C)c1ccc(-n2c(-c3ccccc3)c[n+]3c2CCc2ccccc2-3)cc1
[13] O=C(/C=C/NNC(=O)c1ccc(Cl)cc1)c1ccccc1
[14] CCN1CCN(C(=O)C2CCCN(S(=O)(=O)c3cccc4nsnc34)C2)CC1 (stereo unspecified)
[15] N#C/C(=C\Nc1ccccc1SC(F)(F)F)c1nc(-c2ccc(F)cc2)cs1
[16] N#CCC(=O)N/N=C/c1ccc(OCc2ccccc2)cc1
entry no.	9	10	11	12	13	14	15	16
PI4K2A inh	-8	1	1	-1	0	0	-3	7
TRHR PAM	-1	2	6	1	-5	-11	6	1
D2 antagonist	42*	-14	2	nt	-12	-4	-8	9
TRHR agonist	-0.4	-0.1	-0.1	0.7	-0.2	0.4	-0.8	0.8
TrxR1 substrate	12%[57.1 µM]	-2%[57.1 µM]	-3%	0%[57.1 µM]	-7%[57.1 µM]	1%	2%	-4%[57.1 µM]
TrxR1 inh	-54%	11%[57.1 µM]	24%	11%[57.1 µM]	?	7%	17%	6%[57.1 µM]
D2 ag	-1.2	-1.1	-1.2	nt	0.8	0.1	-1.5	0.4
IDH1 R132H inh	20%	-2%	6%	-1%	5%	1%	-6%	0%
USP1-UAF1 inh	-16%	4%	6%	-12%	-6%	-9%	-14%	-13%

[17] Cc1ccc(C)c(NS(=O)(=O)c2cc(C(=O)NCC3CCCO3)ccc2C)c1 (stereo unspecified)
[18] CCN(c1ccccc1)S(=O)(=O)c1ccc(Cl)c(NC(=O)CSc2nnc(C)s2)c1
[19] S=C1NCCOCCOCCOCCNC(=S)N2CCOCCOCCN1CCOCCOCC2
[20] CSc1cccc(NC(=O)CNS(=O)(=O)c2ccccc2)c1
[21] COc1ccccc1N(CC(=O)Nc1ccc(S(=O)(=O)N2CCOCC2)cc1)S(C)(=O)=O
[22] O=C1CC(c2ccccc2)Cc2nc(N3CCc4ccccc43)ncc21 (stereo unspecified)
[23] O=C(c1cc2ccccc2oc1=O)N1CCN(Cc2ccc3c(c2)OCO3)CC1
[24] COc1ccc(NC(=O)c2nn(C)c3c2CSc2ccc(C)cc2-3)cc1OC
entry no.	17	18	19	20	21	22	23	24
PI4K2A inh	-7	8	0	0	2	0	-4	-1
TRHR PAM	-3	-7	-1	5	2	nt	-3	-3
D2 antagonist	1	2	13	7	-2	nt	1	nt
TRHR agonist	-0.3	-0.6	1.2	-0.5	0.0	nt	0.2	0.7
TrxR1 substrate	-1%	-9%	1%[57.1 µM]	5%	1%[57.1 µM]	19%	9%	-2%[57.1 µM]
TrxR1 inh	13%	13%	7%[57.1 µM]	22%	9%[57.1 µM]	15%	7%	20%[57.1 µM]
D2 ag	1.4	-1.6	0.1	0.2	-0.7	nt	0.3	nt
IDH1 R132H inh	8%	2%	2%	18%	13%	3%	5%	-4%
USP1-UAF1 inh	-15%	-2%	-20%	-19%	-8%	-4%	-20%	-6%

[25] COc1ccccc1N1CCN(S(=O)(=O)c2ccc3[nH]c4c(c3c2)CCCC4)CC1
[26] Cc1ccc(S(=O)(=O)N2CCN(C(=S)NCCc3ccccc3)CC2)cc1
[27] C/C(=N\NC(=O)COc1ccccc1)c1ccc(O)cc1
[28] CCCCOc1ccc(-c2nc(/C=N/c3nccs3)c(O)o2)cc1
[29] Cc1ccc2nc(/C(C#N)=C/c3ccc(-c4cccc(Cl)c4)o3)[nH]c2c1
[30] c1ccc(-c2nc3c(ccc4ccccc43)[nH]2)nc1
[31] O=C(Nc1ccc(N2CCCC2)cc1)c1ccccc1[N+](=O)[O-]
[32] CCN(Cc1ccccc1)C(c1ccc(C)cc1)c1nnnn1C(C)(C)CC (stereo unspecified)
entry no.	25	26	27	28	29	30	31	32
PI4K2A inh	0	4	3	3	1	-22	-3	3
TRHR PAM	-4	9	0	-6	4	-4	5	-3
D2 antagonist	nt	-3	-18	8	nt	20	-15	-6
TRHR agonist	0.1	1.5	0.8	0.2	59*	-0.2	0.1	0.6
TrxR1 substrate	1%	-5%	-3%	-15%	1%	27%	-3%	-14%
TrxR1 inh	24%	11%	27%[57.1 µM]	-21%	7%	-15%	11%	-8%
D2 ag	-0.3	3.0	-1.7	-0.2	nt	-0.1	0.4	0.1
IDH1 R132H inh	-2%	-4%	5%	2%	-3%	5%	-7%	8%
USP1-UAF1 inh	-14%	-8%	-17%	-7%	-29%	-19%	-25%	-8%

Complete entries, quoted from the list:
Cc1ccc2nc(/C(C#N)=C/c3ccc(-c4cccc(Cl)c4)o3)[nH]c2c1 reads PI4K2A inh: 1; TRHR PAM: 4; D2 antagonist: nt; TRHR agonist: 59*; TrxR1 substrate: 1%; TrxR1 inh: 7%; D2 ag: nt; IDH1 R132H inh: -3%; USP1-UAF1 inh: -29%
Cc1ccc(S(=O)(=O)N2CCN(C(=S)NCCc3ccccc3)CC2)cc1 reads PI4K2A inh: 4; TRHR PAM: 9; D2 antagonist: -3; TRHR agonist: 1.5; TrxR1 substrate: -5%; TrxR1 inh: 11%; D2 ag: 3.0; IDH1 R132H inh: -4%; USP1-UAF1 inh: -8%

Continued:
[33] Cc1noc(C)c1COc1ncnc2ccccc12
[34] CCOC(=O)C1=C(CC)Nc2ccccc2N=C1NC(=O)c1ccc(S(=O)(=O)N2CCCC2)cc1
[35] CC(C)C(=O)N1CCN(c2ccccc2NC(=O)c2ccc(Br)o2)CC1
[36] N/C(=N\OC(=O)c1cccc([N+](=O)[O-])c1)c1cccnc1
[37] Cc1ccc(S(=O)(=O)N(C)C)cc1NC(=O)C1CCCN(C(=O)c2ccc(Cl)cc2)C1 (stereo unspecified)
[38] CCCOC1OC(=O)c2c1ccc(OC)c2OC (stereo unspecified)
[39] COc1ccc(C(=O)Nc2ccc3c(c2)N(C2CCCC2)C(=O)c2ccccc2S3)cc1OC
[40] C[C@@H]1O[C@@H](OC[C@H]2O[C@@H](Oc3c(-c4ccc(O)cc4)oc4cc(O)cc(O)c4c3=O)[C@H](O)[C@@H](O)[C@@H]2O)[C@H](O)[C@H](O)[C@H]1O
entry no.	33	34	35	36	37	38	39	40
PI4K2A inh	2	0	-2	5	-4	3	1	-3
TRHR PAM	5	-10	nt	6	4	-2	2	-5
D2 antagonist	-5	-14	nt	16	31*	-3	nt	14
TRHR agonist	0.3	0.0	nt	0.0	0.1	0.4	0.8	13
TrxR1 substrate	-4%	-8%[57.1 µM]	10%[57.1 µM]	-5%	-3%[57.1 µM]	19%	-17%[57.1 µM]	-8%[57.1 µM]
TrxR1 inh	-7%	29%[57.1 µM]	1%[2.29 µM]	-8%[57.1 µM]	-4%[57.1 µM]	31%	-11%[57.1 µM]	-12%[57.1 µM]
D2 ag	-0.2	3.3	nt	0.1	-0.3	2.2	0.1	1.5
IDH1 R132H inh	-11%	3%	7%	3%	-10%	5%	-6%	-6%
USP1-UAF1 inh	-11%	-15%	-10%	-2%	-10%	-17%	4%	-10%

[41] COC(=O)c1cc(S(=O)(=O)NCC2CCN(CCc3cccs3)CC2)cn1C
[42] COc1ccccc1COc1ccc2c(C)c(CC(=O)O)c(=O)oc2c1C
[43] COc1cc(C(=O)OCC(=O)NCc2ccc(F)cc2)cc(NC(=O)c2cccs2)c1OC
[44] Cc1ccc(C)c(CNC(=O)c2ccc3c(c2)nc2n3CCC(C)C2)c1 (stereo unspecified)
[45] O=C(NCCc1ccccc1)C(=O)NCC(c1ccco1)N1CCOCC1 (stereo unspecified)
[46] COc1ccccc1CNC(=O)c1ccccc1C(=O)NC(C)(C)C(=O)NCc1ccccc1OC
entry no.	41	42	43	44	45	46
PI4K2A inh	1	-1	5	-1	6	4
TRHR PAM	3	-8	-1	5	0	-31
D2 antagonist	-27	1	-2	nt	5	6
TRHR agonist	-2.7	0.2	-0.1	-1.0	0.3	-0.1
TrxR1 substrate	-3%	128%[activator]	13%	-2%[57.1 µM]	1%	12%
TrxR1 inh	3%	16%	21%	7%[57.1 µM]	20%	21%
D2 ag	-1.5	0.5	3.7	-0.1	0.2	0.0
IDH1 R132H inh	-12%	-5%	4%	12%	-7%	7%
USP1-UAF1 inh	-14%	-24%	-13%	-12%	-7%	-21%
